GSIS activator: GLuc luminescence reporter in INS-1E cells, primary screen for activators of glucose-dependent secretion of insulin; hit rate 0.61% among 370,000; AID 743287; activation, % at 16.6 µM; INS-1E GLuc reporter insulin secretion, 2-3 h;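 active = lowest replicate activation of at least 40%, so every replicate reaches that level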;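 note: 0% = median of neutral control wells and 100% = median of IBMX positive control wells; some compounds called inactive have numbers as strong as hits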
miR-122 sensor: blocks miR-122 activity in Huh7 sensor cells | Huh7 miR-122 Renilla luciferase sensor, 48 h; neutral wells = 0, positive control = 100 | activation (reporter increase), % at 12.5 µM | hit rate 0.3% among 340,000 | AID 602342;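 active = mean replicate activation score at least 90 and every replicate individually at or above 90; inconclusive = only one of the two criteria met; inactive = neither criterion met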;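 note: higher luciferase means less miR-122 activity so hits act as miR-122 inhibitors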
PAX8 inh HTS: inhibitors of PAX8 transcriptional activity in RMG-I cells. RMG-I TPO-luciferase reporter, SteadyGlo, 24 h. inhibition, % at 12.6 µM. hit rate 1.2% among 360,000. AID 652154;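 active = mean replicate inhibition at least 60% with every replicate also reaching 60%; inconclusive = only one of the two criteria is met; inactive = mean below 60% and not all replicates reaching 60%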;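 note: luciferase light reporting Pax8 driven TPO promoter activity; plate controls were median of neutral control wells for no effect and mitoxantrone controls for full effect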
DENV2 CPE rescue: inhibitors of DENV2 cytopathic effect; hit rate 1.7% among 350,000; DENV2-infected cells, cytopathic effect rescue, plate reader; AID 651640; CPE inhibition, % at 9.99 µM; in the data active = CPE inhibition above about 20%, passing the limit was not always enough; inconclusive = no clear call, values can overlap the other calls; tested in BHK-21 cells;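 note: 0% = median of neutral control wells and 100% = median of positive control wells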
EWS-Fli inh: inhibitors of EWS/Fli oncoprotein transcriptional activity | A673 NR0B1-luciferase reporter, viability-normalised | inhibition, % at 12.6 µM | hit rate 0.67% among 350,000 | AID 651661;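 active = mean inhibition of at least 50% after viability correction, with every replicate also passing that limit; inconclusive = mean reaches 50% but only one of two replicates passes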;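 note: firefly luciferase signal divided by Alamar Blue viability fluorescence both relative to DMSO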
FN deposit inh: fibronectin deposition inhibition; AH1F fibroblasts, Alexa488-fibronectin deposition fluorescence, overnight; inhibition, % at 12.6 µM; hit rate 0.086% among 350,000;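 active = mean inhibition across replicates of 30% or more, regardless of how many single replicates reach that level; inconclusive = mean under 30% yet at least half of replicates reach 30%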;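 note: positive control wells lacked labelled fibronectin entirely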
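Test system: AH1F fibroblast monolayer depositing Alexa488-labelled fibronectin into matrix. Input: 10000 cells per well. Technique: fluorescence, ex 485 nm, em 525 nm. Buffer or medium: DMEM plus 2% serum, read in PBS. Timing: 1 h cell adhesion before compound, then overnight fibronectin incubation. Compound: single dose, pinned. Read-out basis: inhibition from reduced deposited-fibronectin fluorescence.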
CFTR F508del cor: CFTR F508del correction in bronchial cells; CFBE cells, YFP halide quenching; stimulated with forskolin plus potentiator P3; % fluorescence drop versus neutral controls; hit rate 0.36% among 350,000; activity (quench increase), % at 7.58 µM;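 active = mean added fluorescence quench of at least 8% versus neutral control, with both replicates also reaching 8%; inconclusive = only one of the mean or replicate conditions met; inactive = mean below 8% and not both replicates reaching 8%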;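 note: cells transiently co-express mutant CFTR-F508del with the halide-sensitive YFP; corrector assay measuring rescue of mutant channel to the surface after 24 h compound exposure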
An asterisk follows results filed as active; ? = inconclusive; · = not tested or not shown; & = joins results of further samples; [ ] = dose if it differs, or a comment.

molecule	EWS-Fli inh	CFTR F508del cor	miR-122 sensor	GSIS activator	DENV2 CPE rescue	FN deposit inh	PAX8 inh HTS
Cc1noc(C)c1NC(=O)Nc1ccc2c(c1)CC(=O)N([C@@H](C)CO)C[C@@H](C)[C@@H](CN(C)Cc1ccc3c(c1)OCO3)O2	-4	0.5	-8[16.7 µM]	9	-1	·	-12
CCn1c(=S)sc2c(=O)[nH]c(SCC(=O)Nc3cc(OC)ccc3OC)nc21	·	-0.4	-7	-10	8	2	-6
CCO[C@@H]1OC(C(=O)N2CCCCCCC2)=C[C@H](C2CC2)[C@H]1CCCO	-5	-0.4	·	·	-10	·	-21
CCc1nnc(NC(=O)C2CCCN(S(=O)(=O)c3ccccc3)C2)s1 (stereo not drawn)	3	2.2	·	-7	-1	·	·
COc1cc(NC(=O)C2CCC(CNc3c(N4CCC(C)CC4)c(=O)c3=O)CC2)cc(OC)c1 (stereo not drawn)	5&1	4.5&0.4	-10	-3&-2	-2&-7	13&-6	7&19
Cn1ncc(SCc2ccccc2)c(Cl)c1=O	17	-2.6	-8	-26	?	0	23
Cc1ccc(S(=O)(=O)N2[C@@H](c3ccccc3)C(C(=O)O)=CC[C@H]2c2cccc(Cl)c2)cc1	-8	3.5	-6	-8	?	-2	11
CC(C)CC(N)c1csc(Nc2ccccn2)n1 (stereo not drawn)	-34	-1.7	-9	1	5	-1	13
COCCN(C(=O)c1cc2c(s1)CCCCC2)c1c(N)n(CC(C)C)c(=O)[nH]c1=O	-6	-1.2	·	13	11	1	-1
COc1cccc(-c2cc(NC=O)c3ncc(-c4cccc(C(=O)N(C)C)c4)n3c2)c1	14	-3.6	-3	·	-2	6	40
CCOC(=O)C1(C)CCCCCN1C(=O)c1ccc(SC(F)(F)F)cc1 (stereo not drawn)	1	-2.4	-3	-8	?	1	-20
CC1CCCC(C)N1C(=O)COC(=O)c1ccc(F)c(S(=O)(=O)N2CCOCC2)c1 (stereo not drawn)	4	-0.6	·	5	1	5	-13
CCC(=O)N1CCN(c2ccc(NC(=O)c3ccc(N4CCOCC4)c([N+](=O)[O-])c3)cc2)CC1	·	0.8	·	16	4	·	15
COc1ccc(NC(=O)N(C)C[C@@H]2OCCCC[C@H](C)Oc3ccc(NS(=O)(=O)c4ccc(OC)cc4)cc3C(=O)N([C@H](C)CO)C[C@H]2C)cc1	-9	1.5	·	-15	-5	2	12
O=C(Nc1ccc(F)cc1)Nc1ccc2ccccc2n1	-35	2.7	-4	34	18	1	-29
CO[C@@H]1CN(C)C(=O)c2ccc(NC(=O)Nc3ccccc3F)cc2OC[C@@H](C)NC[C@@H]1C	-8	-3.8	-15[16.7 µM]	-4	-5	-8	·
COc1ccc(OC)c(NC(=O)CSc2nnc3ccc(-c4ccccn4)nn23)c1	-2	2.7	-16	20	-3	3	11
Cc1ccc(C)c(Oc2coc3cc(O)ccc3c2=O)c1	16	-2.2	-3	-3	1	14	5
C=CCNc1ncnc2ccc(Br)cc12	-15&-10	-1.8&-4.0	0	·	-20&13	7	-41&-10
COc1ccccc1NC(=S)N(Cc1ccccc1)Cc1cccs1	15	0.7	1	-2	1	2	-1
Cc1ncc(CO)c(/C=N/NC(=O)c2cccc(S(=O)(=O)N3CCCC3)c2)c1O	5	2.3	6	11	1	-5	4
COc1cc(SC)ccc1C(=O)OCC(=O)NCCNC(=O)COC(=O)c1ccc(SC)cc1OC	-2	-1.4	-4	-4	4	·	15
COCCNC(=O)c1ccc(C)c(NC(=O)C2=C(C)OCCS2)c1	2	-2.6	0	24	-2	-4	-6
COC(=O)C1=C(O)/C(=C/c2ccc(OCC(=O)Nc3ccc(OC)cc3)cc2)N=C1C	-8	-0.3	-5	-8	-5	-6	5
CCCc1cc(=O)oc2cc(C)cc(OCC(=O)N[C@@H](CSCc3ccccc3)C(=O)O)c12	9	-3.0	0	·	1	·	·
COc1ccc(NC(=O)N[C@@H]2CC[C@H](CCNC(=O)c3cc(Cl)cc(Cl)c3)O[C@H]2CO)cc1	4	2.7	·	-2	0	·	-10
O=C(N[C@@H]1CC[C@@H](CCn2cc(C3(O)CCCC3)nn2)O[C@H]1CO)C1CCCCC1	-3	0.1	·	0	6	·	-8
O=C1/C(=C\c2ccc(O)c(O)c2)N=C2CCCCCN12	14	3.5	2	-4	-2	-1	17
COC(=O)CC1C(=O)NCCN1C(=O)Nc1ccc(Cl)c(Cl)c1 (stereo not drawn)	6	-2.0	4	-12	·	1	0
Cc1ccc(S(=O)(=O)N(C)C[C@H]2Oc3ccc(NC(=O)Nc4ccccc4)cc3CC(=O)N([C@@H](C)CO)C[C@H]2C)cc1	8	0.8	-5[16.7 µM]	-9	-12	·	12
CN1C(=O)c2cc(NC(=O)Cc3ccccc3)ccc2OC[C@H]2O[C@@H](CC(=O)NC3CCC3)CC[C@@H]21	4	0.5	-35[16.7 µM]	-2	-1	-5	-3
CCN(CCCNC(=O)C1CCCN(S(=O)(=O)c2cnc[nH]2)C1)c1ccccc1 (stereo not drawn)	-5	-0.8	-3	8	-6	-3	4
O=C(CC1C(=O)NCCN1Cc1ccccc1)NC1CCCCCC1 (stereo not drawn)	·	0.8	-3	1	7	-10	5
Cc1ccc(C(=O)CC(=O)c2ccc(C(C)(C)C)cc2)cc1	-28	-0.1	·	-2	0	15	-75
Cc1cc(C)nc(NC(=O)C(c2ccccc2)c2ccccc2)c1	·	·	-7	16	·	2	11
Cc1ccc(NC(=O)CN(C)C(=O)C(c2ccccc2)c2ccccc2)cc1	-5	-1.0	-2	-13	9	-6	-2
CCCC(=O)NC(c1cccc([N+](=O)[O-])c1)c1ccc2cccnc2c1O (stereo not drawn)	11	-1.6	-12	-17	-3	17	78*
C[C@H](CO)N1C[C@H](C)[C@H](CN(C)S(=O)(=O)c2ccc(F)cc2)Oc2ncc(C#CCN(C)C)cc2C1=O	-15	2.7	-1[16.7 µM]	8	2	-1	-1
COC(=O)c1ccc(Cn2nnc3ccccc32)cc1	7	-3.2	·	-2	-3	-3	-21
O=C(COC(=O)c1cc[n+]([O-])cc1)Nc1ccc(Cl)cc1Cl	-4	0.7	-19	8	2	-4	-10
O=S(=O)(NCc1ccc(F)cc1)c1ccccc1Br	-5	-1.6	54	-9	31*	3	-9
Cc1cccc(C(=O)Nc2ccc(C(=O)/C=C/c3cccnc3)cc2)c1	·	·	-3	34	·	9	-53
CCN1CCN(c2sc(S(=O)(=O)CC)nc2S(=O)(=O)c2ccc(C)cc2)CC1	21	0.3	-4	·	-8	0	17
Cc1cc(NC(=O)CCCn2nc([N+](=O)[O-])c(Br)c2C)no1	-4	-1.3	5	5	0	-9	4
COc1ccc(CN(C)C[C@@H]2Oc3ccc(NS(=O)(=O)c4cccs4)cc3CC(=O)N([C@H](C)CO)C[C@H]2C)cc1	-2	-2.0	-2[16.7 µM]	23	0	·	·
COC(=O)c1ccccc1C(=O)c1cccc2ccccc12	-5	-0.1	0	16	2	8	-16
Cc1ccc(NC(=O)c2sc3nc(C)cc(C)c3c2N)cc1	-73	2.7	·	·	11	-1	-218
O=C(NCCc1ccccc1)c1ccccc1F	12	0.6	·	16	-1	4	-111
CC(C)c1ccc(Oc2cccc3c2S(=O)(=O)N([C@H](C)c2ccccc2)C[C@@H](COCc2ccccc2)O3)cc1	9	1.1	·	17	-8	-3	11
COC(CNC(=O)CN1CCN(Cc2ccccc2F)C1=O)OC	5	2.0	-6	1	7	1	-12
CCCn1c(SCC(=O)c2cc(C)n(C3CC3)c2C)n[nH]c1=O	-37	-1.2	-4	20	?	-2	-19
CCCNC(=O)C[C@@H]1C[C@H]2c3cc(NC(=O)NC4CCCC4)ccc3O[C@H]2[C@H](CO)O1	6	-2.3	3[16.7 µM]	-4	17	6	-1
C[C@H](CO)N1C[C@H](C)[C@@H](CN(C)Cc2cccc(F)c2)OCc2ccccc2-c2ccccc2C1=O	4	2.2	·	-15	4	4	-10
COCCSc1ccccc1C(=O)Nc1ccc(Br)cc1	-3	-6.4	·	-5	4	-12	-4
O=C(Nc1ccccc1C(F)(F)F)N1CCN(c2ccccn2)CC1	1	-3.5	·	-11	14	-3	-13
CN(C)S(=O)(=O)c1ccc(C(=O)NNC(=O)C2COc3ccccc3O2)cc1 (stereo not drawn)	-1	-1.1	·	3	·	-9	2
OC(COc1ccc(CN2CCSCC2)cc1)CN1CCCCC1 (stereo not drawn)	1	2.7	12	14	4	-3	-4
C[C@H](CO)N1C[C@H](C)[C@H](CN(C)Cc2ccc(C(F)(F)F)cc2)Oc2ccc(NC(=O)CCN3CCOCC3)cc2C1=O	·	2.3	-7[16.7 µM]	1	1	-6	-3
CN(c1ccc(C(=O)NC2CCCC2)cc1)S(=O)(=O)c1ccccc1	-14	0.4	4	-8	-3	2	-95
Cc1ccc2c(c1)-n1c(nc3cc(Cl)ccc3c1=O)C(CC(C)C)NC2=O (stereo not drawn)	1	-2.1	·	·	1	6	-5

(listing goes on)
molecule	EWS-Fli inh	CFTR F508del cor	miR-122 sensor	GSIS activator	DENV2 CPE rescue	FN deposit inh	PAX8 inh HTS
Cc1ccnc2nc(C(=O)N3CCN(S(=O)(=O)c4ccccc4)CC3)nn12	·	·	-1	·	·	-7	-2
CCC(=O)N1CCC2(CC1)CN(Cc1cc(F)ccc1F)[C@@H](CO)c1c2c2ccc(OC)cc2n1C	5	-2.4	·	0	-12	·	·
O=C(CCCOc1cccc(Br)c1)NC1CCC(O)CC1 (stereo not drawn)	7	0.8	-4	-2	-3	1	13
COC(=O)[C@]12CCCCC=C1N(Cc1cccc3ccccc13)C(=O)[C@H](CC(=O)N1CCCCC1)C2	-3	2.1	·	-9	-5	4	0
O=C(Cc1nc2ccccc2[nH]1)c1ccc(Br)cc1	-51	0.1	·	7	-2	1	-32
C[C@@H]1CN([C@H](C)CO)C(=O)Cc2cc(NC(=O)CCN3CCOCC3)ccc2O[C@H]1CN(C)Cc1ccc(C(=O)O)cc1	-2	0.3	9[16.7 µM]	7	-6	11	-2
COCCCn1c(C(=O)NCCN2CCOCC2)cc2c(=O)n3cccc(C)c3nc21	-15	1.0	-4	6	?	-9	9
OC[C@@H]1CN(Cc2ccncc2)C[C@H](n2cnc3c(N4CCCC4)ncnc32)O1	1	2.7	2	·	6	-6	-10
Cc1ccc(F)cc1NC(=O)c1ccc(OCC2CCCO2)cc1 (stereo not drawn)	-55	-0.3	-7	-5	-4	4	-89
C[C@@H]1CN([C@@H](C)CO)C(=O)c2cc(NC(=O)C3CCCCC3)ccc2O[C@H]1CN(C)Cc1ccc(-c2ccccc2)cc1	8	-4.1	-7[16.7 µM]	2	0	30*	·
COc1ccc(N(CC(=O)Nc2cccnc2)S(C)(=O)=O)cc1	-4	-0.6	·	-1	3	0	2
C[C@H](CO)N1C[C@H](C)[C@@H](CN(C)Cc2ccccc2)Oc2cc(-c3ccccc3)ccc2S1(=O)=O	18	2.8	39[16.7 µM]	-15	·	7	·
CCOc1ccc(NC(=O)CSc2ncnc3c2sc2ccccc23)cc1	·	·	·	50	·	-7	-3
CCS(=O)(=O)N1CCC(C(=O)N2CCOCC2)CC1	1	-0.4	0	16	·	·	·
